Assay outcomes from PubChem BioAssay.
RNase H inhibition = RNase H inhibition, HIV 1 Gag Pol polyprotein, FRET biochemical assay, screening (AID 372); inhibition, % at 10 µM, or IC50 in µM where a hit was titrated; HIV-1 RT RNase H, FRET RNA/DNA substrate fluorescence; higher % means a stronger effect; actives 0.77% (n = 100,000); in the data active = inhibition above about 50%
An asterisk follows results filed as active. Not all compounds are listed; rates above refer to the full screens.

| smiles | RNase H inhibition |
| --- | --- |
| COc1ccc(C2CC(=O)CC(c3ccc(OC)cc3)S2)cc1 (configuration not stated) | 11.0% |
| Cc1ccccc1CSCC(=O)Nc1ccc(Br)cc1 | 4.0% |
| O=C1/C(=C/c2ccc(OCc3ccccc3)cc2)SC(=S)N1/N=C/c1cc([N+](=O)[O-])ccc1O | 19.0% |
| CC1CN(Cc2c(O)ccc3c4c(c(=O)oc23)CCC4)CC(C)O1 (configuration not stated) | 6.0% |
| CCOC(=O)C1=C(C)NC(=O)NC1c1cc(OC)c(O)c([N+](=O)[O-])c1 (configuration not stated) | 13.0% |
| CC(Oc1ccccc1)C(=O)N1CCN(c2ccccc2)CC1 (configuration not stated) | 2.0% |
| Cc1cccc(C(=O)NC(=S)Nc2cccc(-c3nc4cc(C)ccc4o3)c2)c1 | 13.0% |
| CCOc1ccc(N2C(=O)CSC2=S)cc1 | 0.0% |
| CCCOC(=O)C1=C(C)NC2=C(C(=O)CC(c3ccc(Cl)cc3)C2)C1c1ccc(O)c(OC)c1 (configuration not stated) | 12.0% |
| Cc1c(NC(=O)c2ccc(-c3ccc([N+](=O)[O-])cc3)o2)cccc1-c1nc2ncccc2o1 | 6.0% |
| O=C(Oc1ccc2ccccc2c1)c1ccc([N+](=O)[O-])cc1 | 10.0% |
| COc1cc(/C=C(/C#N)c2nc3ccc(C)cc3[nH]2)c(Br)cc1O | 31.0% |
| CCOC(=O)C1=C(C)N=c2s/c(=C\c3ccccc3)c(=O)n2C1c1ccc(C)cc1 (configuration not stated) | 4.0% |
| COc1cccc(OC)c1C(=O)N(C)c1ccccc1 | 1.0% |
| CCOC(=O)C1CCN(C2=NC(=O)/C(=C\c3cc(OC)ccc3OC)S2)CC1 | 19.0% |
| O=C(Nc1ccc(I)cn1)c1ccccc1Cl | 6.0% |
| Cc1ccc(S(=O)(=O)N(Cc2ccccc2)c2ccccc2C(=O)NC(C)C)cc1 | 10.0% |
| C=CCn1c2ccccc2c2nnc(SC)nc21 | 5.0% |
| COc1ccccc1/C=C(\NC(=O)c1ccccc1)C(=O)Nc1ccc(I)cc1 | 16.0% |
| Cc1ccc(C)c(OCCCCN2CCCC2)c1 | 3.0% |
| C/C(=N\NC(=O)CCC(=O)Nc1ccc(Cl)cc1C)c1ccc(F)cc1 | 0.0% |
| Cc1ccc(CNC(=O)C(=O)Nc2cccc(C(F)(F)F)c2)cc1 | 4.0% |
| Cc1cc(C)cc(OCC(=O)NNC(=O)C(C(C)C)N2C(=O)c3ccccc3C2=O)c1 (configuration not stated) | 7.0% |
| O=C(COc1ccccc1[N+](=O)[O-])N/N=C/c1ccc(O)c(I)c1 | 8.0% |
| COc1cccc(/C=C2\SC(=S)N(c3cccc(Br)c3)C2=O)c1 | 12.0% |
| O=C(COc1ccc(Br)cc1)Nc1ccc(Nc2ccccc2)cc1 | 0.0% |
| CC(C)/C=C1\CCCCC1N(C)C(=O)NC(C)C (configuration not stated) | 5.0% |
| CC1=C(C(=O)OC(C)C)C(c2ccc(Cl)cc2)NC(=O)N1 (configuration not stated) | 5.0% |
| Clc1ccccc1CSc1nnnn1-c1ccccc1 | 27.0% |
| CCOC(=O)C1=C(C)N(c2ccccc2)C(=S)NC1c1ccc(Br)cc1 (configuration not stated) | 18.0% |
| CCOC(=O)C1=C(C)NC(=S)NC1c1ccc(OCc2ccc(Cl)cc2Cl)c(OC)c1 (configuration not stated) | 28.0% |
| CC(C)(C)c1ccc(OCC(=O)NC(=S)Nc2ccc(NC(=O)c3cccs3)cc2)cc1 | 22.0% |
| CCOc1cc(/C=C2\C(=O)NC(=S)N(c3cccc(Cl)c3)C2=O)cc(I)c1OCC | 6.0% |
| CC(N=C1NC(C)(C)Cc2ccccc21)C(=O)O (configuration not stated) | 5.0% |
| CCOc1ccccc1NC(=O)C(=O)NCCCN1CCOCC1 | 23.0% |
| CCOCCOC(=O)C1=C(C)N(C)C(=O)NC1c1ccc(Cl)cc1 (configuration not stated) | 1.0% |
| CCCCOC(=O)COc1ccc(S(=O)(=O)c2ccc(OCC(=O)OCCCC)cc2)cc1 | 18.0% |
| Cc1ccc(OCC(=O)N2CCCc3ccccc32)c(C)c1 | 23.0% |
| O=C1C2C(c3ccc(Cl)cc3)OC3(C(=O)c4ccccc4C3=O)C2C(=O)N1c1ccc(Br)cc1 (configuration not stated) | 11.0% |
| COc1ccc(/C=C/C(=O)Nc2ncc(Cc3cccc(C(F)(F)F)c3)s2)cc1 | 13.0% |
| CCCCNCCOCCOc1ccccc1Cl | 4.0% |
| CCCC(=O)Nc1ccc(NC(=O)c2cccc(Br)c2)cc1 | 0.0% |
| COc1ccc(C(N)=O)cc1NS(=O)(=O)c1ccc(F)cc1 | 0.0% |
| COc1ccc(S(=O)(=O)N(CC(=O)Nc2ccc(C)cc2C)Cc2ccccc2)cc1OC | 13.0% |
| O=C(NCc1cccc(CNC(=O)C(=O)NCC2CCCO2)c1)C(=O)NCC1CCCO1 (configuration not stated) | 4.0% |
| CC(Sc1nc2c(c(=O)n(C)c(=O)n2C)n1Cc1cccc(C(F)(F)F)c1)C(=O)O (configuration not stated) | 4.0% |
| O=C(O)c1ccc(N2C(=O)c3ccc(C(=O)c4cccc([N+](=O)[O-])c4)cc3C2=O)cc1 | 0.0% |
| O=C1NC(=S)N/C1=C/c1cc2c(cc1Cl)OCO2 | 6.0% |
| CCSc1nc(N)c(C#N)c(-c2ccc(C(C)C)cc2)c1C#N | 13.0% |
| COC(=O)CN(c1ccc(OC)cc1OC)S(=O)(=O)c1ccccc1 | 0.0% |

Going on with the list:
| smiles | RNase H inhibition |
| --- | --- |
| c1ccc2c(OCCCN3CCCCC3)cccc2c1 | 11.0% |
| COc1cccc(-n2sc3c(c2=S)-c2cc(C)c(C)cc2NC3(C)C)c1 | 16.0% |
| COc1ccccc1CNC1C2CC3CC(C2)CC1C3 (configuration not stated) | 9.0% |
| CSc1ccccc1NC(=O)CC1Nc2ccccc2NC1=O (configuration not stated) | 16.0% |
| C/C=C/c1ccc(OCCOCCOc2cccc3cccnc23)c(OC)c1 | 21.0% |
| Cc1c(NC(=O)Cc2ccc(Cl)cc2)cccc1-c1nc2ccccc2s1 | 25.0% |
| CC(=O)N(C)c1ccc(NC(=O)c2ccc(F)cc2)cc1 | 10.0% |
| COC(=O)C1=C(C)NC(=O)CC1c1cc([N+](=O)[O-])ccc1Cl (configuration not stated) | 4.0% |
| CCC(C)c1ccc(OCC(=O)Nc2ccc3c(c2)C(=O)N(c2cccc(C)c2C)C3=O)cc1 (configuration not stated) | 8.0% |
| COC(=O)C1=C(C)N=c2s/c(=C\c3ccccc3[N+](=O)[O-])c(=O)n2C1c1ccccc1Cl (configuration not stated) | 11.0% |

Reprinted from the part before: five entries, then new ones.
| smiles | RNase H inhibition |
| --- | --- |
| Cc1c(NC(=O)Cc2ccc(Cl)cc2)cccc1-c1nc2ccccc2s1 | 25.0% |
| CC(=O)N(C)c1ccc(NC(=O)c2ccc(F)cc2)cc1 | 10.0% |
| COC(=O)C1=C(C)NC(=O)CC1c1cc([N+](=O)[O-])ccc1Cl (configuration not stated) | 4.0% |
| CCC(C)c1ccc(OCC(=O)Nc2ccc3c(c2)C(=O)N(c2cccc(C)c2C)C3=O)cc1 (configuration not stated) | 8.0% |
| COC(=O)C1=C(C)N=c2s/c(=C\c3ccccc3[N+](=O)[O-])c(=O)n2C1c1ccccc1Cl (configuration not stated) | 11.0% |
| COc1cc(NC(=O)CCCOc2ccccc2)c(OC)cc1Cl | 1.0% |
| Cc1ccccc1NC(=O)c1ccc(C)c(S(=O)(=O)Nc2cccc([N+](=O)[O-])c2)c1 | 18.0% |
| O=C(c1ccncc1)N1CCN(Cc2cccc(Oc3ccccc3)c2)CC1 | 5.0% |
| C=CCn1c(N)c(C(=O)OCC)sc1=S | 0.0% |
| CC(C)c1nc2c(c3c1[nH]c1ccccc13)C(=O)CC(C)(C)C2 | 14.0% |
| O=C(COc1ccc(Cl)cc1Cl)Oc1ccc(C(=O)O)cc1 | 2.0% |
| Cc1cccc(/C=N/N2CCN(Cc3ccccc3Cl)CC2)c1 | 5.0% |
| CN1CCc2c(sc(N)c2C(=O)OC(C)(C)C)C1 | 10.0% |
| O=C(NC(=S)Nc1nc(-c2ccc(Br)cc2)cs1)c1cccc(Cl)c1 | 11.0% |
| COc1cc(OC)cc(C(=O)N2CCN(c3ccccc3)CC2)c1 | 0.0% |
| O=C(Nc1ccc(NS(=O)(=O)c2cccc(S(=O)(=O)c3ccccc3)c2)cc1)c1ccccc1 | 6.0% |
| COc1cccc(C2C(C(=O)OCCc3ccccc3)=C(C)NC3=C2C(=O)CC(C)(C)C3)c1 (configuration not stated) | 12.0% |
| CCN(C(=O)c1ccc(OC)cc1)c1ccccc1 | 6.0% |
| Cc1ccc(C)c(N=Cc2c(C)[nH]c3ccccc23)c1 | 3.0% |
| O=c1oc(-c2ccccc2)nc2sc3c(c12)CCCC3 | 44.0% |
| CC1=C(C(=O)OC2CCCCC2)C(c2ccc(F)c(F)c2)C2=C(CCCC2=O)N1 (configuration not stated) | 2.0% |
| O=C(Nc1ccccc1C(=O)O)c1ccc(N2C(=O)C3C4C=CC(C4)C3C2=O)cc1 (configuration not stated) | 3.0% |
| CCCCc1cc(=O)oc2cc(OCC(N)=O)ccc12 | 2.0% |
| CC(=O)Nc1ccc(C(=O)NNC(=O)c2ccc(Cl)cc2Cl)cc1 | 1.0% |
| O=S(=O)(NCc1ccccc1Cl)c1ccccc1 | 0.0% |
| Cc1cc(C)cc(N=Cc2cc(Cl)cc(Cl)c2O)c1 | 10.0% |
| O=C(Nc1ccc(Cl)cn1)C12CC3CC(CC(C3)C1)C2 | 5.0% |
| COC(=O)c1ccc(N2C(=O)CC(N3CCN(c4ccc(Cl)cc4)CC3)C2=O)cc1 (configuration not stated) | 6.0% |
| O=C(Cc1ccccc1)N/N=C/c1c(F)cccc1Cl | 15.0% |
| CCc1cc(C(=O)N/N=C/c2ccccc2)c2ccccc2n1 | 12.0% |
| COc1ccc(Cl)cc1C(=O)Nc1ccc(OCc2ccccc2)cc1 | 24.0% |
| FC(F)(F)c1ccccc1CN1CCN(Cc2ccco2)CC1 | 16.0% |
| CCOc1cc(/C=N/NC(=O)c2cc(Br)ccc2O)ccc1O | 16.0% |
| Cc1cccc(NC2CC(=O)N(c3cccc(Cl)c3)C2=O)c1 (configuration not stated) | 2.0% |
| COCCNC(=O)CN(c1cccc(Br)c1)S(=O)(=O)c1ccccc1 | 0.0% |
| CCOC(=O)C1=C(C)N=c2s/c(=C\c3c(C)[nH]c4ccccc34)c(=O)n2C1c1cccs1 (configuration not stated) | 11.0% |
| N#Cc1cccc2c1[nH]c1ccc(Cl)cc12 | 3.0% |
| CCCCC(=O)N1c2ccccc2NC2=C(C(=O)CCC2)C1c1cccc([N+](=O)[O-])c1 (configuration not stated) | 6.0% |
| CCOC(=O)C1=C(c2ccccc2)NC(=S)NC1c1ccc(OC)cc1 (configuration not stated) | 36.0% |
| Cc1ccc(C(=O)NC(C)(C)C)c(Cl)c1 | 2.0% |
| C/C(=N\NC(=O)c1ccc(F)cc1)c1ccccc1 | 0.0% |
| CCn1c(SCC(=O)c2ccc(Cl)cc2)nc2sc3c(c2c1=O)CCCC3 | 3.0% |
| COC(=O)c1ccc(/C=C2\SC(=S)N(c3ccc(F)cc3)C2=O)cc1 | 10.0% |
| Cc1cccc(OCC(=O)Nc2ccccc2[N+](=O)[O-])c1C | 0.0% |
| Cc1ccc(/C=C2\SC(=S)N(CCC(=O)Nc3cccc(F)c3)C2=O)cc1 | 33.0% |
| CCOC(=O)c1ccc(N2C(=O)C3C(c4ccc(C)cc4)OC4(C(=O)c5ccccc5C4=O)C3C2=O)cc1 (configuration not stated) | 15.0% |
| Clc1ccc(CN2CCN(/N=C/c3ccccc3)CC2)cc1 | 13.0% |
| O=C(CN1C(=O)c2ccc([N+](=O)[O-])cc2C1=O)Nc1ccccc1C(=O)O | 3.0% |
| O=C(c1ccccc1)N1CCN(C(=O)c2nn3c(C(F)(F)F)cc(-c4cccs4)nc3c2Br)CC1 | 18.0% |
| COC(=O)C1=C(C)N=c2s/c(=C/c3cccnc3)c(=O)n2C1c1cccs1 (configuration not stated) | 4.0% |
| O=C(Nc1ccc2c(c1)oc1ccccc12)c1cccs1 | 12.0% |
| C=CCN1C(=O)/C(=C/c2ccc(OCCOc3ccccc3Cl)cc2)SC1=S | 19.0% |
| CCOC(=O)C1=C(C)N=c2s/c(=C\c3ccc(Br)cc3)c(=O)n2C1c1ccccc1Cl (configuration not stated) | 9.0% |
| C/C(=C\C(=O)c1ccccc1)Nc1cc(F)c(F)cc1N | 8.0% |
| O=c1c(Oc2ccccc2Br)coc2cc(O)ccc12 | 9.0% |

Next records follow.
| smiles | RNase H inhibition |
| --- | --- |
| COc1ccc(Br)cc1/C=C1\C(=O)NC(=O)N(c2ccc(Cl)cc2)C1=O | 18.0% |
| COC(=O)c1c(NC(=O)c2cccnc2)sc2c1C(C(=O)OC)CC2 (configuration not stated) | 0.0% |
| O=C(COc1ccc(Cl)cc1)Nc1cccc(Br)c1 | 11.0% |
| Cc1ccc(-c2nc3ccccc3o2)cc1NC(=O)c1cc2ccccc2o1 | 28.0% |
| CCOC(=O)CCNC(=O)c1ccccc1Cl | 2.0% |
| Cc1nc(-c2cccc(NC(=O)c3ccc([N+](=O)[O-])cc3)c2)cs1 | 6.0% |
| COc1cc([N+](=O)[O-])ccc1NC(=O)c1cc(-c2ccccc2)nc2ccccc12 | 8.0% |
| Cc1sc(NC(=O)C2CC2c2ccccc2)nc1-c1ccccc1 (configuration not stated) | 16.0% |
| Cc1ccc(NC(=S)NC(=O)c2ccccc2F)cc1C | 15.0% |
| COc1ccc(-c2nnc(-c3ccccc3)o2)cc1OC | 0.0% |
| COc1cccc(OCCCSC(C)C)c1 | 0.0% |
| COc1ccccc1C(=O)NC(=S)Nc1cc([N+](=O)[O-])ccc1F | 15.0% |
| Cc1ccc(Br)cc1S(=O)(=O)NCc1ccco1 | 5.0% |
| CC(NC(=O)c1cccc(C(F)(F)F)c1)c1nc2ccccc2[nH]1 (configuration not stated) | 4.0% |
| O=C(Nc1ccccc1)c1ccc2ccccc2n1 | 5.0% |
| COC(=O)c1ccc(/C=C/C(=O)c2ccc(Cl)cc2)cc1 | 7.0% |
| Cc1ccc(C)c(OCCCCN2CCCC2)c1C | 19.0% |
| Cc1ccc(-n2nc3cc(C)c(NC(=O)c4oc5ccccc5c4C)cc3n2)cc1 | 4.0% |
| COc1ccc(NC(=S)NC(=O)c2cccs2)cc1 | 8.0% |
